M5 antag: CHRM5 antagonism in calcium assay; hit rate 0.59% among 360,000; AID 624040; inhibition, % at 3 µM; CHO-hM5 cells, Fluo-8 calcium fluorescence, ACh EC80;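 active means inhibition above a per-plate cutoff, the mean of that plate's test compounds plus 3 SD, cut at about 27% in these data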;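 further: 0% = acetylcholine EC80 with DMSO and 100% = DMSO without agonist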
Target sequence (P08912 whole entry, looked up): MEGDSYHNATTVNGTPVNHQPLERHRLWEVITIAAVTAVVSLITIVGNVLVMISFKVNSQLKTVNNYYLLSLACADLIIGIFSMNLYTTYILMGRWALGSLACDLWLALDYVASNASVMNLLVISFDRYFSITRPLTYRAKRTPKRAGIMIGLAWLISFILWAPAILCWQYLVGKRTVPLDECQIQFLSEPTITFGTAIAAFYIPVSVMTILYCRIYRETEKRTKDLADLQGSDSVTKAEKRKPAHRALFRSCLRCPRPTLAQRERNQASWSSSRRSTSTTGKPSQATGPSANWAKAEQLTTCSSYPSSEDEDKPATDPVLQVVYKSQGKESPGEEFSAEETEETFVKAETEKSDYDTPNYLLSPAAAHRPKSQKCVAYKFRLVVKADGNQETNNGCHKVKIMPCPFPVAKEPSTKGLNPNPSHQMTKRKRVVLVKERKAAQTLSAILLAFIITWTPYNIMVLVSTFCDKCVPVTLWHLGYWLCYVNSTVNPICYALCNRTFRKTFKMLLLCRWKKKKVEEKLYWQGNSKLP
M4 ag: agonists of human muscarinic M4 receptor (CHRM4) | P08173 | CHO-K1 hM4/Gqi5, Fluo-8 calcium fluorescence; vehicle 0%, full acetylcholine response 100% | activation, % at 3 µM | hit rate 0.14% among 360,000 | AID 624127;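 active means activation above the run mean over all test wells plus 3 SD, cut at about 32% in these data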;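 further: peak over basal fluorescence ratio per well then scaled between controls; 0% = DMSO wells and 100% = acetylcholine at EC100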
Target sequence (P08173 whole entry, looked up): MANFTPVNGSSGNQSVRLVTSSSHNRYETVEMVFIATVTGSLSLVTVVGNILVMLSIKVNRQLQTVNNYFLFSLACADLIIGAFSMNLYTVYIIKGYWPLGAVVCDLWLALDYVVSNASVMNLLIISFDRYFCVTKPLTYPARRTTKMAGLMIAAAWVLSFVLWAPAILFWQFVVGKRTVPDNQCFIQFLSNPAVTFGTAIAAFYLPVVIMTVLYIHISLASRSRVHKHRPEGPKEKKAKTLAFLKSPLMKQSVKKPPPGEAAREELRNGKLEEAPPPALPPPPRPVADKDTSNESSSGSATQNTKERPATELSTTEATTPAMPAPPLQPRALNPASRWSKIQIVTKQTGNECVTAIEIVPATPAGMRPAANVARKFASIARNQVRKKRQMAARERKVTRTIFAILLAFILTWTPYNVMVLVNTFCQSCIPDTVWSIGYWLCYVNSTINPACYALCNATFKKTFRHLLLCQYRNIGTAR
M1 PAM parental: counter-screen for M1 PAMs: effect in parental CHO-K1 cells; ATP EC20, Fluo-8 calcium fluorescence; 0% at ATP EC20, 100% at ATP max; activation, % at 3 µM; hit rate 0.02% among 360,000;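 active means activation above the run cutoff, the mean activation of all test compounds plus 3 SD, cut at about 40% in these data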;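 further: peak over basal fluorescence ratio in a 140 s read after ATP addition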
M5 PAM: CHRM5 positive allosteric modulation; P08912; CHO-K1 hM5, Fluo-8 calcium, ACh EC20 PAM; 0% = ACh EC20, 100% = ACh EC100; hit rate 0.3% among 360,000; activation, % at 3 µM;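 active means activation above the run cutoff, the mean activation of all test compounds plus 3 SD, cut at about 18% in these data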
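System: CHO-K1 cell line with stable human muscarinic M5 receptor expression | Also added: EC20 acetylcholine as agonist stimulus | Compound: One concentration, 3 µM final (nominal) | Timing: Fluo-8 loading 80 min at 37 °C plus 30 min room temperature | Measured by: Fluo-8 calcium dye fluorescence, kinetic read | Read-out basis: % activation, ACh-normalized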
M4 PAM: potentiates acetylcholine response at human M4 receptor | P08173 | CHO-K1 hM4/Gqi5, Fluo-8 calcium fluorescence, ACh EC20; 0% = ACh EC20, 100% = maximal ACh | activation, % at 3 µM | hit rate 0.4% among 360,000 | AID 624126;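 active means activation above its plate's cutoff, the mean activation of sample wells plus 3 SD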; further: some results filed as inactive read as strong as hits
CHRM5 agonist: CHRM5 agonism in calcium assay; hit rate 0.19% among 360,000; P08912; AID 624037; CHO-K1 hM5 cells, Fluo-8 calcium fluorescence; 0% DMSO wells, 100% maximal acetylcholine response; activation, % at 3 µM;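 active means activation above the run's mean over test compounds plus 3 SD, cut at about 23% in these data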;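 further: signal is peak over basal fluorescence ratio across the kinetic read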
CHO-K1 Ca antag: nonselective inhibitor or artifact in parental CHO-K1 cells; ATP-induced calcium, Fluo-8 fluorescence; inhibition, % at 3 µM; hit rate 0.6% among 360,000;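 active means inhibition above a per-plate cutoff, the plate's mean sample inhibition plus 3 SD, cut at about 24% in these data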;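 further: 0% = DMSO plus EC80 ATP and 100% = DMSO alone without ATP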
CHRM4 antagonist: blocks acetylcholine activation of human M4 receptor | P08173 | CHO-hM4 cells, ACh EC80, Fluo-8 calcium fluorescence | inhibition, % at 3 µM | hit rate 0.73% among 360,000;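 active means inhibition above its plate's cutoff, the mean inhibition of sample wells plus 3 SD, cut at about 27% in these data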;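 further: 0% = acetylcholine EC80 with DMSO and 100% = DMSO without agonist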
CHO-K1 Ca ag: M1 agonist counterscreen hit in parental CHO-K1 cells; Fluo-8 calcium fluorescence; scaled to maximal ATP response, vehicle zero; activation, % at 3 µM; hit rate 0.48% among 360,000; in the data active means activation above about 15%;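 further: untransfected CHO-K1 host cells lacking M1 receptor as counterscreen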
Numbers without * were called inactive.

nr	mol	M5 antag	M4 ag	M1 PAM parental	M5 PAM	M4 PAM
1	Nc1c(N(C(=O)Nc2ccc(Cl)c(Cl)c2)C2CCCC2)c(=O)[nH]c(=O)n1Cc1ccccc1	4	0	12	-4	8
2	COC(=O)c1ccccc1NC(=O)Cn1c(CCC(=O)O)ccc1-c1cccs1	4	1	-1	-8	1
3	COCCn1c(SCC(=O)Nc2ccccc2OC)nc2ccccc2c1=O	3	0	-4	-5	2
4	Cc1ccc(SCc2cc(=O)[nH]c(/N=C(\N)Nc3ccc(C)c(C)c3)n2)cc1	2	1	7	-3	-6
5	CCS(=O)(=O)c1ccc(O)c(NC(=O)CC2(CC(=O)O)CCCC2)c1	-15	1	-7	19*	10
6	Cc1ccc(C)c(N2N=C(C(=O)Nc3ccc(N4CCOCC4)cc3)CCC2=O)c1	10	2	-20	-3	-2
7	C=CCn1c(NC(=O)c2ccc(C)cc2)c(C#N)sc1=N	4	6	-6	-5	26
8	CC(C)NC(=O)c1cc2c(C(F)(F)F)nn(C)c2s1	-6	1	25	9	8
9	C/C(=N\NC(=S)NCc1ccccc1)c1ccc(Cl)cc1	-4	0	5	-2	12
10	COc1ccc(C2=CC(=O)C[C@H](c3ccc(F)cc3)C2)c(F)c1F	8	1	-8	-11	-6
11	COc1cc(/C=C2/C(=O)N(c3ccc(C(=O)O)cc3)N=C2C)cc(OC)c1O	5	0	9	-1	-6
12	COc1cc(-c2ccc(NC(=O)CN3CCC(C)CC3)c(OC)c2)ccc1NC(=O)CN1CCC(C)CC1	-11	0	15	8	0

nr	CHRM5 agonist	CHO-K1 Ca antag	CHRM4 antagonist	CHO-K1 Ca ag
1	-3	-8	6	0.1
2	2	-21	1	0.3
3	-1	-10	-10	0.3
4	1	-6	7	0.5
5	7	1	-10	1.0
6	0	3	0	0.2
7	-2	-13	-5	0.4
8	-2	-18	-15	0.0
9	-2	0	-4	0.0
10	-2	-2	7	1.0
11	-2	-9	5	0.8
12	-2	-5	6	0.0

(further entries)
nr	mol	M5 antag	M4 ag	M1 PAM parental	M5 PAM	M4 PAM
13	C=CCSc1nn2c(=O)c3ccccc3nc2s1	-4	1	20	1	4
14	Cn1nnnc1SCC(=O)c1c(N)n(C)c(=O)n(C)c1=O	1	1	17	-5	2
15	COc1ccc(-c2cc3ncc(C(C)=O)c(C)n3n2)cc1	1	1	1	0	6
16	O=C(O)c1ccccc1Nc1cccc(C(F)(F)F)c1	7	0	3	-7	-4
17	NC(=S)NNc1c(F)c(F)c(F)c(F)c1F	3	3	18	3	8
18	O=C(Nc1ccc(NC(=O)c2ccccc2)nc1)c1ccncc1	-15	2	12	3	-2
19	CCOC(=O)Cn1nnc(-c2cccc(OC)c2)n1	-8	2	13	-1	7
20	CC(C)CN(CC(C)C)c1nc(N)c(C#N)c(CC#N)c1C#N	-6	-3	10	5	28*
21	Cc1cccc2nc(CNc3ccc(F)cc3)cn12	4	1	-2	-2	7
22	O=C(NCc1ccc(F)cc1)c1noc2c1CCCC2	3	-1	4	-3	10
23	CCN(CC)C(=O)CSc1nnc(-c2ccco2)n1Cc1ccco1	10	1	20	-4	7
24	Cc1[nH]c2ccccc2c1C(=O)CSc1nnc(C2CC2)o1	4	2	-9	-7	-1

nr	CHRM5 agonist	CHO-K1 Ca antag	CHRM4 antagonist	CHO-K1 Ca ag
13	-2	-13	10	1.5
14	-3	-12	3	0.5
15	-2	-9	2	0.3
16	1	5	-4	0.4
17	1	-5	-1	4.9
18	1	-10	-2	1.4
19	-3	-23	-6	0.0
20	-5	-14	-8	1.2
21	1	6	5	0.4
22	-5	7	-5	-0.2
23	-1	-7	6	0.8
24	4	-3	-1	0.7

Next part
nr	mol	M5 antag	M4 ag	M1 PAM parental	M5 PAM	M4 PAM
25	O=C1C=CN(C2OC(CO)C(O)C2O)C(=O)C1 (centres undefined)	-1	0	16	-2	-3
26	CCOc1ccc(-c2nc(C#N)c(N3CCN(Cc4ccccc4)CC3)o2)cc1	-2	0	20	2	4
27	CNC(=O)CSc1nnc(-c2ccco2)n1-c1ccccc1OC	-14	1	11	10	11
28	O=C(O)c1cccc(NS(=O)(=O)c2ccc(Cl)c(C(=O)Nc3cccc([N+](=O)[O-])c3)c2)c1	14	-1	-10	-8	-15
29	CCn1ncc(C(=O)Nc2ccc(S(=O)(=O)N3CCCC3)cc2)c1C	-2	1	3	0	-4
30	CCOC(=O)N1CCC(NC(=O)CN2C(=O)CCSc3ccccc32)CC1	2	0	4	-1	4
31	CCOC(=O)C1CCN(C(=O)CNC(=O)c2nn(-c3ccc(OC)cc3)c(=O)c3ccccc23)CC1	0	15	7	2	-1
32	CCOc1cc(C(=O)Nc2nnc(C)s2)cc(OCC)c1OCC	-1	2	1	1	0
33	Cc1[nH]c(C)c(S(=O)(=O)NCc2ccc(Cl)cc2)c1C(=O)N1CCCC1	16	13	17	-10	-2
34	O=C(CCS(=O)(=O)c1cccc2nonc12)N1CCCc2ccccc21	-8	2	11	-2	6
35	C/C(CC(=O)Nc1cccc(C(F)(F)F)c1)=N\NC(=O)C(=O)NCC(C)C	1	2	-7	0	11
36	CC(C)c1cc(C(=O)OCC(=O)NC2CC2)c(O)c(C(C)C)c1	-2	-1	0	5	-1

nr	CHRM5 agonist	CHO-K1 Ca antag	CHRM4 antagonist	CHO-K1 Ca ag
25	0	-21	-8	0.4
26	1	-7	4	-0.2
27	4	-9	-17	0.3
28	-2	-1	-2	0.3
29	0	-2	1	0.0
30	2	-2	-6	0.0
31	0	-10	-24	4.0
32	2	13	3	2.5
33	-3	-7	3	4.6
34	-2	-5	4	1.1
35	-2	5	-13	0.6
36	-1	8	-1	-0.1

3 of the entries above in order of their number in M4 PAM, highest first.
| # | molecule | M4 PAM |
| --- | --- | --- |
| 35 | C/C(CC(=O)Nc1cccc(C(F)(F)F)c1)=N\NC(=O)C(=O)NCC(C)C | 11 |
| 32 | CCOc1cc(C(=O)Nc2nnc(C)s2)cc(OCC)c1OCC | 0 |
| 31 | CCOC(=O)C1CCN(C(=O)CNC(=O)c2nn(-c3ccc(OC)cc3)c(=O)c3ccccc23)CC1 | -1 |

The list continues.
nr	mol	M5 antag	M4 ag	M1 PAM parental	M5 PAM	M4 PAM
37	CCOC(=O)c1c(C)nc2sccn12	-1	0	17	-2	-2
38	COc1ccc(OC)c(C(=O)Cn2cnc3ccccc3c2=O)c1	11	1	-7	-9	-3
39	CCCC1=C(C(=O)OCC)C(c2ccncc2)n2ncnc2N1 (centres undefined)	-2	1	17	2	2
40	OCC1(CO)COC(c2ccccc2)=N1	-10	1	14	12	8
41	CC(=O)Nc1sc2c(c1C#N)CCC(C)C2 (centres undefined)	10	1	14	7	6
42	COc1cc(C(=O)N2CCN(C/C=C/c3ccccc3)CC2)cc(OC)c1C	0	2	2	-2	2
43	Cc1cc(NC(=O)C(C)SCC(=O)Nc2cc(C(F)(F)F)ccc2N2CCOCC2)no1 (centres undefined)	4	1	-20	2	2
44	N/C(=N\C(=S)Nc1ccccc1)c1ccccc1	5	6	-2	-6	-1
45	CC(NC(=O)c1cccc(S(=O)(=O)N2CCN(C)CC2)c1)c1ccc(Cl)cc1Cl (centres undefined)	6	12	-13	-11	-7
46	OCCNc1nc2ccccc2[nH]1	0	1	11	2	-1
47	Cc1ccc(C)c(OCCC(=O)NCCc2ccc(Cl)cc2)c1	1	2	9	6	8
48	O=C(CNC(=O)c1ccc(Br)cc1)NCCc1nc2ccccc2[nH]1	0	1	-5	3	2

nr	CHRM5 agonist	CHO-K1 Ca antag	CHRM4 antagonist	CHO-K1 Ca ag
37	-2	-1	13	0.8
38	-2	-7	12	0.6
39	1	-17	-6	0.5
40	0	-4	0	-0.1
41	1	-12	-5	0.1
42	-5	-11	-5	-0.1
43	0	3	3	0.2
44	-4	-10	-5	0.5
45	2	8	-4	6.5
46	-4	-5	4	0.0
47	-6	0	-14	0.2
48	0	3	14	-0.4

Continued:
nr	mol	M5 antag	M4 ag	M1 PAM parental	M5 PAM	M4 PAM
49	COc1ccc(-c2csc3nc(C)nc(N4CCCCC4)c23)cc1OC	5	0	5	-2	4
50	CC1(C)Cc2ccccc2C(COc2ccccc2)=N1	6	0	8	7	-1
51	COc1ccc(/C=N/N2CCN(C)CC2)cc1O	10	0	27	2	8
52	CCN(C(=O)Cn1cc(C(C)=O)c2ccccc21)c1ccccc1	2	1	16	0	-4
53	Cc1cccc(C)c1OCc1cn(CC(=O)c2ccc(O)cc2)nn1	-7	1	-1	-1	0
54	Cc1cccc(NC(=O)CN(C)C(=O)c2ccc3ccccc3n2)c1C	-4	3	-1	1	1
55	CCOc1ccc(CC(=O)NNC(=S)NC)cc1Br	6	0	10	-4	0
56	CC(O)C(NC(=O)OCc1ccccc1)C(=O)NCC(=O)NCC(=O)OCc1ccccc1 (centres undefined)	-9	0	9	5	3
57	Cc1ccc(C(C(=O)NC(C)(C)C)N(CC2CCCO2)C(=O)Cn2nnc(-c3ccc(C)o3)n2)cc1 (centres undefined)	-12	0	3	3	0
58	O=C(CCCN1C(=O)/C(=C/c2ccccc2)SC1=S)Nc1ccc(O)cc1	-11	3	20	8	0
59	C=CCN1C(=O)CSC1=Nc1ccc(C(=O)O)cc1	23	0	-16	1	-6
60	CC1(C)CC2CC(C)(CN2C(=O)C23CCC(C)(C(=O)O2)C3(C)C)C1 (centres undefined)	7	-1	0	-3	-6
61	COc1ccc(N(C(C)C(=O)N/N=C/c2ccc(OC)c(OC)c2)S(C)(=O)=O)cc1 (centres undefined)	-2	3	-4	-2	0
62	CCCCOc1ccc(C(=O)NCC(=O)NCC(c2ccco2)N2CCCCC2)cc1 (centres undefined)	4	0	11	1	4
63	CN(CC(=O)Nc1ccccc1Br)C(=O)c1ccc(COc2ccccc2)cc1	-1	9	-1	-5	-7

nr	CHRM5 agonist	CHO-K1 Ca antag	CHRM4 antagonist	CHO-K1 Ca ag
49	-5	-11	-25	0.3
50	2	-5	-9	-0.1
51	-1	-20	-4	0.7
52	-3	-2	1	0.9
53	4	-5	-2	0.2
54	-2	6	-5	0.4
55	-4	-6	7	0.3
56	1	-2	-1	0.2
57	1	10	-4	-0.8
58	4	-5	-1	1.6
59	-3	23	5	-0.3
60	2	7	3	-0.2
61	0	2	1	0.9
62	-10	1	2	-0.3
63	2	-2	-16	4.2

In a second layout: entries from further up.
59	C=CCN1C(=O)CSC1=Nc1ccc(C(=O)O)cc1
  M5 antag = 23; M4 ag = 0; M1 PAM parental = -16; M5 PAM = 1; M4 PAM = -6; CHRM5 agonist = -3; CHO-K1 Ca antag = 23; CHRM4 antagonist = 5; CHO-K1 Ca ag = -0.3
60	CC1(C)CC2CC(C)(CN2C(=O)C23CCC(C)(C(=O)O2)C3(C)C)C1 (centres undefined)
  M5 antag = 7; M4 ag = -1; M1 PAM parental = 0; M5 PAM = -3; M4 PAM = -6; CHRM5 agonist = 2; CHO-K1 Ca antag = 7; CHRM4 antagonist = 3; CHO-K1 Ca ag = -0.2
61	COc1ccc(N(C(C)C(=O)N/N=C/c2ccc(OC)c(OC)c2)S(C)(=O)=O)cc1 (centres undefined)
  M5 antag = -2; M4 ag = 3; M1 PAM parental = -4; M5 PAM = -2; M4 PAM = 0; CHRM5 agonist = 0; CHO-K1 Ca antag = 2; CHRM4 antagonist = 1; CHO-K1 Ca ag = 0.9
62	CCCCOc1ccc(C(=O)NCC(=O)NCC(c2ccco2)N2CCCCC2)cc1 (centres undefined)
  M5 antag = 4; M4 ag = 0; M1 PAM parental = 11; M5 PAM = 1; M4 PAM = 4; CHRM5 agonist = -10; CHO-K1 Ca antag = 1; CHRM4 antagonist = 2; CHO-K1 Ca ag = -0.3

Screening data as filed in PubChem.
